Bioassay records from PubChem BioAssay.
NR2E3 ag-1 – human photoreceptor-specific nuclear receptor agonism; inhibition of corepressor binding, % at 3.98 µM; Q9Y5X4; 360,000 tested, 0.35% active; CHO-S Gal4-NCOR/VP16-NR2E3 two-hybrid, luciferase; AID 602229;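 active = inhibition above the mean of all tested compounds plus 3 SD, cut at about 70% in these data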;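 also: 0% = DMSO with NR2E3 transfected cells and 100% = cells lacking NR2E3 construct; higher means lower luciferase signal from less NR2E3 corepressor binding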
Target sequence (Q9Y5X4 whole entry, looked up, the tested form may be a part): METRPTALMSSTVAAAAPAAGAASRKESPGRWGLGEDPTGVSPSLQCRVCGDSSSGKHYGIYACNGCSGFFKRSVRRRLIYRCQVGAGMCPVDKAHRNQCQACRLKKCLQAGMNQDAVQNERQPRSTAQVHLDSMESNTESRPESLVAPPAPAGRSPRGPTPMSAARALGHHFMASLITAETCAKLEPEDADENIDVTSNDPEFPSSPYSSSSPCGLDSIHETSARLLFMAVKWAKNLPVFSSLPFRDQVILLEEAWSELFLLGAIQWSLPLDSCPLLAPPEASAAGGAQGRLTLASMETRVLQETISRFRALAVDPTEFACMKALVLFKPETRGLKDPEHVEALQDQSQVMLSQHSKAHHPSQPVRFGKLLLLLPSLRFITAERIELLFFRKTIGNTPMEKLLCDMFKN
Vif imaging – HIV Vif inhibition; inhibition, % at 7.49 µM; HEK293T cells, Vif self-association by quenched fluorescence, imaging, 24 h; 340,000 tested, 0.35% active; in the data active = inhibition above about 50%, passing the limit was not always enough; also: some results filed as inactive read as strong as hits
NR2E3 ag-2 – NR2E3 (human) agonism | inhibition of corepressor binding, % at 4.78 µM | AID 2300 | GST-NR2E3/biotin-RetCOR TR-FRET, 1536-well | Q9Y5X4 | 320,000 tested, 0.12% active;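 active = percent inhibition above the cutoff of mean plus 3 SD of all tested compounds, set per screening campaign, cut at about 20% in these data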;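 also: 0% = DMSO wells and 100% = biotin wells as full block of FRET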
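System: GST-tagged NR2E3 plus biotinylated RetCOR corepressor; Amount: 1.35 nM GST-tagged NR2E3 final; Dosing: single nominal compound dose of 4.8 µM; Schedule: 5 h incubation at 4 °C; Technique: TR-FRET with europium anti-GST and streptavidin-D2, 340 nm excitation; Controls: biotin wells as high control, 0.6% DMSO wells as low control.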
hiPSC survival – hiPSC single-cell survival enhancement. ATPlite luminescence; 100% = ROCK inhibitor wells, 0% = DMSO. survival enhancement, % at 20 µM. 360,000 tested, 0.044% active. AID 602274; in the data active = survival enhancement above about 18%;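 also: cells exposed to compounds for 16 hours before the ATP read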
Peg3 prom inh – reduces Peg3 promoter-driven luciferase expression in HeLa; HeLa PEG-Prom luciferase reporter, luminescence, overnight; inhibition, % at 20 µM; 360,000 tested, 1.7% active;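 active = inhibition of at least 50% at 20 µM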
Exocytosis inh – lytic granule exocytosis inhibition; 360,000 tested, 0.66% active; TALL-104 LAMP-1 surface exposure, flow cytometry; cells stimulated with thapsigargin and PMA; inhibition, % at 10 µM;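 active = inhibition above about 55%, limit read from the data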
HIF-2a inh – HIF-2a inhibition; 786-0 RCC cells HIF-2a reporter, luciferase luminescence, overnight; inhibition, % at 18.8 µM; 360,000 tested, 0.72% active;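 active = inhibition of the luminescence signal of 40% or more relative to plate controls, in a single-dose primary screen at 18.75 µM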
MITF TRPM1 inh – MITF TRPM1 promoter inhibition in SK-MEL-5 cells | SK-MEL-5 TRPM1 promoter luciferase, 24 h | inhibition, % at 12.5 µM | 330,000 tested, 0.83% active | AID 488899;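 active = mean inhibition across replicates of 60% or more, whatever share of single replicates reaches that level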; also: values of inactives mirror those of a sister screen read the other way
aDG glyco act – alpha-DG glycosylation activation; Pro5-aDG cells, alpha-DG glycosylation AlphaScreen (IIH6); 0% Pro5, 100% B10-LARGE cell signal; activation, % at 10 µM; 360,000 tested, 0.22% active; AID 624168;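 active = activation of at least 8% versus controls, or a plate z-score of at least 8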;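 also: Pro5 are CHO cells carrying HIG-tagged alpha-DG that lacks glycosylation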
CaV13 FRET inh – Disruptors of the CACNA1D IQ motif to Ca2+-dependent inactivation inhibitor domain association, primary screening, Förster resonance energy transfer in intact living …. inhibition, % at 12.3 µM. HEK cells, CFP/YFP FRET ICDI-IQ, plate reader, 10 min; percent FRET-ratio fall versus neutral wells. 340,000 tested, 0.098% active;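 active = mean replicate inhibition of at least 30% and at least 1% of replicates passing that level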;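 also: 0% = median of the neutral control wells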
PDI turbidity – blocks human protein disulfide isomerase activity. PDI insulin aggregation turbidity, A650, 90 min. P07237. 350,000 tested, 0.052% active. inhibition, % at 10 µM;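 active = mean inhibition across replicates of 30% or more, whatever share of single replicates reach that level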;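 also: absorbance from insulin aggregation driven by PDI reduction with DTT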
Target sequence (P07237 whole entry, looked up): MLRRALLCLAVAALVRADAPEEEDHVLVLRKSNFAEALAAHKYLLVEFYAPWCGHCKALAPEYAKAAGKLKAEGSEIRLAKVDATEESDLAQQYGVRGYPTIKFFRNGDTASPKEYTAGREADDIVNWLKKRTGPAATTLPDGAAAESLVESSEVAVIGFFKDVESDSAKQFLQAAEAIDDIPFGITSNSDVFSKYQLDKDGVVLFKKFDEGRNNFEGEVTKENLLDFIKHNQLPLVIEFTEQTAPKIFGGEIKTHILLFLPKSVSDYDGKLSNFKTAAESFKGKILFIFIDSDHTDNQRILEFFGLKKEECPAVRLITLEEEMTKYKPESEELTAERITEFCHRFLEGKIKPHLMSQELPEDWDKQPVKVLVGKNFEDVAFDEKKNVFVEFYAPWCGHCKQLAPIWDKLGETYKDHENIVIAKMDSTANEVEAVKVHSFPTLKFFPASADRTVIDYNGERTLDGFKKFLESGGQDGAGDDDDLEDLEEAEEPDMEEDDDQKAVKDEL
* marks the source's active call; other numbers are inactive results; i = inactive; nt = not tested or not shown.

The line under a structure holds: NR2E3 ag-1, Vif imaging, NR2E3 ag-2, hiPSC survival, Peg3 prom inh, Exocytosis inh, HIF-2a inh, MITF TRPM1 inh, aDG glyco act, CaV13 FRET inh, PDI turbidity
Cc1cccc(NCC(=O)N/N=C\c2ccccn2)c1
    -17, -1, 4, 0.2, 5, 1, 2, 14, -0.1, 1, 6
COc1cc(NC(=O)Cc2ccc([N+](=O)[O-])cc2)c(C(=O)O)cc1OC
    10, -1, 0, -1.4, 3, -1, 15, 1, -0.1, -3, 6
CCc1nc2ccccc2n1CCc1ccccc1
    -15, 0, 1, 1.7, 1, -2, -8, 5, -0.1, 7, 1
CCOC(=O)c1c(CN2CCCCC2C)oc2ccc(OC)cc12 (stereo unspecified)
    -23, nt, 2, 3.8, 2, 1, 2, -9, 0.0, -9, -3
CCc1cc2c(=O)c(-c3nc4ccccc4n3C)coc2c(CN2CCCCC2C)c1O (stereo unspecified)
    -17, -10, nt, -0.5, 2, -3, 10, 9, 0.0, -20, 0
CCOc1ccccc1NC(=O)COC(=O)c1ccc(S(=O)(=O)N2CCCC2)cc1
    2, 2, nt, -0.2, 8, -8, 5, 2, -0.1, -2, 8
CCc1c(C)sc(NC(=O)OC)c1C(=O)N1CCCCC1
    10, -3, -5, 3.9, 26, -2, 13, -1, 0.1, -9, 3
CC(C)CNC(=O)c1ccccc1SCC(=O)NC12CC3CC(CC(C3)C1)C2
    8, -8, 3, -0.5, 7, 0, 4, -3, 0.1, -8, 0
Cc1ccc(NC(=S)NC(=O)C2CC2)cc1Cl
    -57, -3, nt, -0.4, -100, 7, -163, 6, 0.3, -11, 4
Cc1cc(C)cc(-n2c(=O)c3ccccc3n(CC(=O)NCC3CCCO3)c2=O)c1 (stereo unspecified)
    -18, nt, 0, -0.6, -3, -8, -2, -9, -0.1, -7, 0
Cc1ccc(N(CCC#N)C(=O)CN2C(=O)NC(Cc3ccccc3)C2=O)cc1 (stereo unspecified)
    0, nt, 1, 0.3, 0, -2, 14, 24, -0.2, -4, 1
COc1cccc(NCCC(=O)c2cccc([N+](=O)[O-])c2)c1
    -23, 1, -1, 1.0, -274, 12, -381, -89, -0.1, nt, -5
Cc1ccc(C(=O)NNC(=S)NC(=O)c2ccc(Cl)cc2)cc1
    -2, nt, -3, -1.4, 12, -1, 6, 12, 0.4, -6, -7
C=CCn1c(=O)c2c3c(sc2n2c(Nc4ccc(OC)cc4)nnc12)CCCC3
    -7, -4, -3, 0.9, 24, 2, 27, -3, 0.3, -3, 4
Cc1ccnc(N2C(=O)OC(C)(C)C2(C)O)c1 (stereo unspecified)
    9, -3, 0, 3.1, 7, 3, 13, -1, -0.2, -6, 3
Fc1ccc(NC(=S)Nc2cccc3ccccc23)cc1F
    -12, -4, -1, 1.3, 0, 3, -44, 18, 0.2, -6, -2
N#C/C(=C\c1ccc(N2CCOCC2)o1)C(=O)NC1CCCCC1
    -35, i, -6, -0.7, -91, -7, -111, -37, 0.0, -2, -6
CCOC(=O)/C(N=Nc1ccc(C(=O)O)cc1[N+](=O)[O-])=C(\C)O
    -11, 5, 3, -0.6, 5, 5, 12, 14, 0.0, -5, 13
CCCCS(=O)(=O)N1CCC(C(=O)NCC2CCCO2)CC1 (stereo unspecified)
    -26, -4, 2, 5.7, -279, -4, 21, 15, 0.0, -3, -2
CCOCC(=O)Nc1ccc(-c2cn3cccnc3n2)cc1
    -7, -5, -3, -2.1, -29, 0, -30, -14, -0.2, -3, 0
O=[N+]([O-])c1ccccc1/C=N/n1c(COc2ccccc2)n[nH]c1=S
    4, -3, 0, 5.5, 4, -1, -9, -11, 0.1, -4, 1
COc1ccc(CNC(=O)COC(=O)c2ccc(OCC3CCCO3)cc2)cc1 (stereo unspecified)
    7, -3, 5, -0.4, 11, -1, 12, nt, 0.0, -6, 5
O=C(CCSCc1cccc(F)c1)NCc1ccc(F)cc1
    -33, 0, 1, -0.5, 15, -15, 7, 5, 0.0, -16, 17
O=C(CCn1c(=O)sc2ccccc21)NCc1ccco1
    -24, nt, -1, 2.1, -4, 8, -15, 8, -0.1, -7, -4
CCOc1ccc(/C=N/NS(=O)(=O)c2ccc(C)cc2)cc1OC
    8, 8, nt, -0.7, 21, 4, 19, -8, 0.0, -5, 2
CS(=O)(=O)N(CCc1ccccc1)CC(N)=O
    -14, nt, 0, -1.1, 16, 1, 16, 1, 0.0, nt, -2
COc1ccccc1C1NC(=O)NC(C)=C1C(=O)OC1CCCCC1 (stereo unspecified)
    1, nt, 8, 0.6, 3, 1, -5, nt, -0.3, -7, -12
Cc1ccc(S(=O)(=O)N(C)C)cc1NC(=O)C1CCCCC1
    21, -6, -4, -0.5, -1, 6, 19, 6, -0.1, -5, 6
COc1ccc(N(CC(=O)NCc2cccs2)S(=O)(=O)c2cccnc2)cc1
    -8, 2, 2, -1.2, 7, -1, -3, -2, -0.2, -2, nt
COc1ccc(S(=O)(=O)Nc2ccc(C(N)=O)cc2)cc1C(=O)N1CCCCCC1
    -28, 7, 3, -0.5, -11, -1, 15, -13, 1.0, -2, -10
COc1ccc(CN2C(=O)CN=C2Nc2cc(C)ccc2C)cc1
    4, nt, -1, -1.7, 15, -3, 2, 0, 0.8, nt, 7
CC(=O)Nc1ccc(C(=O)OC2CCOC2=O)cc1 (stereo unspecified)
    -16, 38, 1, 0.3, -7, 1, 11, -3, 0.0, -4, 5
CCCCOC(=O)Cn1c(=O)c2c(nc3n2CCCCN3c2ccc(C)cc2)n(C)c1=O
    7, -7, 3, 2.4, 30, 1, 23, 10, 0.1, 0, 5
CCOC(=O)[C@H]1[C@H]2COc3cc(OC)ccc3[C@@H]2N2C(=O)CN(Cc3ccc(OC)cc3)C(=O)[C@@]12C
    -2, 5, 3, -1.7, 10, -2, 6, 1, 0.6, 1, 12
CCS(=O)(=O)N1CCN(c2ccc([N+](=O)[O-])c(NCc3cccnc3)c2)CC1
    31, -5, -4, -0.3, 8, 8, -3, 4, 0.3, -5, -5
COc1cc(/C=N/NC(=O)c2cc[n+]([O-])cc2)cc(OC)c1OC
    -9, -1, 6, -0.3, -1, -3, 15, -2, 0.3, -3, 9
CSc1ccccc1NC(=O)Cn1nc([N+](=O)[O-])c(Cl)c1C
    -20, 0, 0, -1.9, -5, 0, 7, 2, -0.2, -7, -2
Cc1cc(C)cc(N(C(=O)CCC(=O)Nc2cc(C)on2)C(C(=O)NC2CCCC2)c2ccco2)c1 (stereo unspecified)
    4, 7, -2, -0.3, 28, -1, 17, 3, -0.2, -5, 6
CCCn1c(N2CCN(C(=O)Nc3ccc(Cl)cc3)CC2)nc2ccccc21
    9, 22, 3, 0.4, -16, 4, -38, -21, 0.9, 2, -2
O=C1/C(=C/c2ccccc2)SC(=S)N1N1C(=O)C2CC2C1=O (stereo unspecified)
    7, nt, 4, -1.9, -10, -1, 26, 2, -0.2, -5, 4

Ordered by SMILES length (largest number first): some entries from above.
The line under a structure holds: NR2E3 ag-1, Vif imaging, NR2E3 ag-2, hiPSC survival, Peg3 prom inh, Exocytosis inh, HIF-2a inh, MITF TRPM1 inh, aDG glyco act, CaV13 FRET inh, PDI turbidity
COc1ccc(S(=O)(=O)Nc2ccc(C(N)=O)cc2)cc1C(=O)N1CCCCCC1
    -28, 7, 3, -0.5, -11, -1, 15, -13, 1.0, -2, -10
COc1cc(/C=N/NC(=O)c2cc[n+]([O-])cc2)cc(OC)c1OC
    -9, -1, 6, -0.3, -1, -3, 15, -2, 0.3, -3, 9
COc1ccc(CNC(=O)COC(=O)c2ccc(OCC3CCCO3)cc2)cc1 (stereo unspecified)
    7, -3, 5, -0.4, 11, -1, 12, nt, 0.0, -6, 5
CSc1ccccc1NC(=O)Cn1nc([N+](=O)[O-])c(Cl)c1C
    -20, 0, 0, -1.9, -5, 0, 7, 2, -0.2, -7, -2
COc1ccccc1C1NC(=O)NC(C)=C1C(=O)OC1CCCCC1 (stereo unspecified)
    1, nt, 8, 0.6, 3, 1, -5, nt, -0.3, -7, -12
Cc1ccc(S(=O)(=O)N(C)C)cc1NC(=O)C1CCCCC1
    21, -6, -4, -0.5, -1, 6, 19, 6, -0.1, -5, 6
COc1ccc(CN2C(=O)CN=C2Nc2cc(C)ccc2C)cc1
    4, nt, -1, -1.7, 15, -3, 2, 0, 0.8, nt, 7
O=C(CCSCc1cccc(F)c1)NCc1ccc(F)cc1
    -33, 0, 1, -0.5, 15, -15, 7, 5, 0.0, -16, 17

Next section
The line under a structure holds: NR2E3 ag-1, Vif imaging, NR2E3 ag-2, hiPSC survival, Peg3 prom inh, Exocytosis inh, HIF-2a inh, MITF TRPM1 inh, aDG glyco act, CaV13 FRET inh, PDI turbidity
CCC(=O)NNC(=O)c1c(O)c2ccccc2[nH]c1=O
    -6, 12, 0, 0.4, 3, 1, 3, 3, 0.0, -4, -1
NNc1nc(-c2ccccc2)nc(-c2ccccc2)c1Br
    -19, 4, 0, 0.5, 10, -15, 6, -12, 0.4, -5, 1
O=C(CSc1nc2sc3c(c2c(=O)[nH]1)CCC3)NCCO
    -4, -2, -2, -0.3, -5, -2, 12, -10, 0.0, -5, 4
CCc1nc2ccc(C(=O)NCCOc3ccc(OC)cc3)cn2c1N(C)Cc1ccc(N(C)C)cc1
    5, -5, nt, 1.0, 3, -1, 1, nt, -0.2, -6, 5
CCN1C(=O)c2n[nH]c(C(=O)OC)c2C1=O
    -2, 8, 0, 0.1, 21, -2, 3, 7, 1.6, -5, -3
CCc1ccc(C2C(C#N)=C(N)N(N(C)C)C3=C2C(=O)CCC3)cc1 (stereo unspecified)
    -66, 3, 0, -0.1, 3, -2, 16, 3, -0.1, -15, 3

This is a random part of the collection; about 3.5% have a hit in one of these screens.
